Bioassay records from PubChem BioAssay.
ATXN viability – cell viability loss in ATXN counter-screen | Potency, µM (highest dose often 56.7 µM), most hits filed as cytotoxic | 400,000 tested, 0.49% active | S2 cells (HEK-293 line with an ATXN2-luciferase reporter) viability, CellTiter-Fluor protease fluorescence, 24 h; note: potency is the fitted concentration of half-maximal effect; nearly all actives have a fitted effect of over 40% in size
A549 tox – counter-screen for Nrf2 inhibitors: cytotoxicity in A549 cells; A549 ARE-Fluc cells, CellTiter-Fluor viability, 18-24 h; Potency, µM (highest dose often 46 µM), inactives show at the top dose activity change, negative = cytotoxicity, actives largely listed as inhibitors; 390,000 tested, 0.16% active; AID 504648; note: potency is the fitted concentration of half-maximal effect; % is set by controls: 0 for no effect and ±100 for the full control effect
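A549 ARE_Fluc cells in 5% FBS OPTI-MEM were exposed to compounds in concentration-response for 18-24 h at 37 deg C. Viability was read by CellTiter-Fluor fluorescence (Ex 405/Em 525) after 30 min, before the luciferase read.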
pAkt inh – blocks phosphorylation of Akt; Neuro2A IGF-stimulated pAkt S473 HTRF, 20 min; active compounds read low; activity change, % for hits at 50 µM; 360,000 tested, 0.32% active; in the data active = activity change below about -80%; inconclusive = mostly about -51% to -80%; note: % is set by controls: 0 for no effect and ±100 for the full control effect
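Single-point screen (50 µM final compound) in Neuro2A cells stimulated 20 min with 6 nM IGF at 37 deg C. After lysis, Ser473-phosphorylated Akt read by HTRF (ex 330 nm, em 615/665 nm) as the 665/615 ratio.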
HepG2 tox – HepG2 cytotoxicity, counter-screen for TGF-b inhibitors. HepG2 CAGA-GFP viability, ATP luminescence, 18 h. 410,000 tested, 0.76% active. AID 588856. Potency, µM (titrated, usually from 46.1 µM), for the others: at the top dose activity change, negative = cytotoxicity, usual class: cytotoxic; note: potency is the fitted concentration of half-maximal effect; some results filed as inactive show a strong effect at the top dose
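HepG2 CAGA-GFP cells (1000/well, DMEM with 1% FBS) received compound, then TGF-beta at 500 pg/mL final, and were incubated 18 hours at 37 degrees C. Viability was read by CellTiter-Glo luminescence. Media-only wells were set as complete cell-killing and DMSO as no toxicity.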
Mm-Cpn inhibitor – M. maripaludis TRiC chaperonin inhibition | purified Mm-Cpn ATPase, ADP Transcreener TR-FRET | Potency, µM (series often up to 76.9 µM), for the others: top-dose activity, negative = inhibition, usual class: inhibitors | 330,000 tested, 0.031% active | AID 504842; note: potency is the fitted concentration of half-maximal effect; % is set by controls: 0 for no effect and ±100 for the full control effect; nearly all actives have a fitted effect of over 80% in size
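Purified archaeal Mm-CPN (25nM final) preincubated 10 min at 37degC with compound, then 10uM ATP for 30 min at 37degC; ADP measured by HTRF Transcreener TR-FRET; buffer 30 mM TRIS pH 7.4, 100mM KCl, 5mM MgCl2, 1mM DTT.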
TGFb inhibitor – blocks TGF-b signaling; HepG2 CAGA-GFP TGF-b/SMAD3 reporter, GFP fluorescence, 18 h; TGF-beta stimulated, 500 pg/mL final; Potency, µM (highest dose often 46.1 µM), inactives show top-dose activity, negative = inhibition, hits mostly inhibitors; 410,000 tested, 1.2% active; note: potency is the fitted concentration of half-maximal effect; % is set by controls: 0 for no effect and ±100 for the full control effect; nearly all actives have a fitted effect of over 65% in size
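Inhibition was scored as loss of TGF-beta-induced (500 pg/mL final, 18 hours, 37 degrees C) GFP in HEPG2 cells carrying a CAGA-GFP reporter, in DMEM with 1% FBS. Well GFP was summed per cell; Activity was normalised to unstimulated and stimulated DMSO wells, then concentration-response fitting.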
CCT modulator – changes cytosolic chaperonin activity; AID 651819; 360,000 tested, 0.3% active; purified chaperonin ATPase assay, HTRF ADP detection, 30 min; activity change, % (concentration not given with the values), hits read low; in the data active = activity change below about -30%; note: % is set by controls: 0 for no effect and ±100 for the full control effect
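ATPase activity: ADP formed was measured by HTRF Transcreener (665/615 nm ratio) after 30 min at 37 deg C with 10 uM ATP. Compounds screened at one 76 uM concentration against 40 or 20 nM TRiC in Tris pH 7.4/KCl/MgCl2/DTT buffer.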
Nrf2 inh – blocks Nrf2 signaling; A549 ARE-Fluc reporter, luciferase luminescence, 18-24 h; Potency, µM (doses to about 46 µM), for inactives: at the highest dose activity change, negative = inhibition, actives largely listed as inhibitors; 360,000 tested, 2.1% active; AID 504444; note: potency is the fitted concentration of half-maximal effect; % is set by controls: 0 for no effect and ±100 for the full control effect; nearly all actives have a fitted effect of over 60% in size
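Cells were seeded and rested 2 h, then exposed to compounds for 18-24 h. CellTiter-Fluor was read first as a viability measure. BugLite was added 15 min before the final luminescent read of ARE-luciferase activity in A549 cells.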
Nrf2 ARE act – Nrf2 pathway activation; 410,000 tested, 0.31% active; Potency, µM (top dose mostly 46.1 µM), for the others: at the top dose activation, usual class: activators; AREc32 ARE-luciferase reporter (MCF7-derived line), luminescence, 24 h; note: potency is the fitted concentration of half-maximal effect; % of control where 0% means no effect; nearly all actives have a fitted effect of over 65% in size
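Nrf2 activation is followed as ARE-luciferase induction in the AREc32 line after one day of compound treatment; luminescence is read with Steady-Glo.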
* hit, by the source's call; i = inactive; ? = inconclusive; nt = no result given; & = joins results of further samples; [ ] = another dose, or the depositor's remark. Unless noted, calls come from the whole dose curve; as a rule, active = well fitted curve in the direction sought with a large enough effect; inconclusive = small, poorly fitted or top-dose-only effect, or another doubt; inactive = no such curve, though single readings can be large; an effect the other way counts as inactive or inconclusive.

SMILES	ATXN viability	A549 tox	pAkt inh	HepG2 tox	Mm-Cpn inhibitor	TGFb inhibitor	CCT modulator	Nrf2 inh	Nrf2 ARE act
CCCNC(=O)CSc1nnc(-c2ccc(F)cc2)o1	i	-1%	i	-15%	1%	14%	-2.9	-6%	-0.9%
CC(Oc1ccc(F)cc1)C(=O)Nc1ccc(S(=O)(=O)NC2=NCCCCC2)cc1 (stereo unspecified)	i	1%	i	-19%	0%	0%	-2.1	?	0.1%
COc1ccc(OCC(=O)Nc2ccc(Cl)cc2)cc1	i	-3%	i	6%	2%	6%	0.6	-6%	2.8%
CC(=O)Nc1ccc(S(=O)(=O)C(C#N)c2nc3ccccc3nc2NCCCO)cc1 (stereo unspecified)	i	1%	i	-12%	-5%	-12%	-0.3	2%	2.4%
Cc1ccc(/C=C/C(=O)O)cc1S(=O)(=O)NCc1ccco1	i	0%	i	1%	2%	-13%	0.2	15%	3.0%
CCc1nnc(NC(=O)CSc2ncnc3c2cnn3-c2ccc(OC)cc2)s1	?	-8%	i	1%	-1%	-1%	0.8	11%	0.0%
CCOC(=O)Cn1c(=O)oc2cc(S(=O)(=O)NC3CCCCC3)ccc21	i	20%	i	-25%	1%	-18%	-1.6	-5%	-0.6%
C=C(C)n1c(=O)[nH]c2ccccc21	i	-12%	i	-6%	2%	12%	-2.8	-20%	-0.6%
COc1ccccc1CNC(=O)c1cccc(Nc2nc3ccccc3n3nnnc23)c1	?	1%	nt	9%	nt	?	nt	6%	0.3%
OC(CNC1CCCCC1)CNC1CCCCC1	?	-18%	i	-15%	0%	0%	-1.4	-9%	-0.2%
C=CCC1(N(C(C)=O)c2ccccc2C)CCCCC1	i	9%	i	-49%	1%	?	-0.9	7%	0.0%
CCCCCC(=O)N(O)C1CC(=O)N(c2ccccc2)C1=O (stereo unspecified)	i	1%	i	-65%	-5%	-9%	-0.4	10%	14%
Cc1ccc2c(c1)C(c1ccc(F)cc1)N(C(=O)c1ccc(S(=O)(=O)N(C)C)cc1)CC(=O)N2 (stereo unspecified)	i	1%	i	-11%	1%	-3%	0.9	-23%	-0.1%
c1ccc2c(c1)ncn2CCOCCOCCn1cnc2ccccc21	i	-4%	i	-1%	-2%	-28%	2.0	-14%	-0.9%
COCCNC(=S)NN(c1ccccc1)c1ccccc1	i	3%	i	-4%	0%	-22%	-0.2	-8%	0.3%
CC(C)C1Nc2ccc(C(=O)NCCCN3CCOCC3)cc2NC1=O (stereo unspecified)	i	-5%	i	-2%	-1%	14%	-0.2	1%	0.0%
CCc1ccc2[nH]c(C(=O)Nc3ccc(C)c(F)c3)cc2c1	i	6%	i	-6%	-13%	0%	-3.4	?	-0.3%
O=C(Nc1cc(F)ccc1F)c1cccc(-n2cnnn2)c1	i	3%	i	-13%	1%	4%	-0.5	-2%	-0.4%
CCOC(=O)N1CCC(N2Cc3cccc(C(=O)O)c3C2=O)CC1	i	-12%	i	-1%	4%	-9%	0.5	-1%	0.1%
CCN(CC)C(=O)CSc1nnc(-c2ccccn2)n1Cc1ccccc1	i	5%	i	4%	0%	12%	2.0	-11%	-0.3%
Cc1cc(Cl)c(S(=O)(=O)N2CCCCCC2)cc1OCC(N)=O	i	-3%	i	-16%	-10%	1%	1.3	-13%	-0.7%
O=C(Nc1ccc2nc(SCC(=O)N3CCc4ccccc43)sc2c1)c1cccc(F)c1	i	6%	nt	3%	nt	1%	nt	22%	0.4%
O=C(COC(=O)c1cc(S(=O)(=O)N2CCOCC2)ccc1O)Nc1ccc2c(c1)OCO2	i	-2%	i	14%	0%	18%	-1.7	5%	-1.4%
Cc1cc(C)cc(NC(=O)CSc2nnc(-c3ccc(S(=O)(=O)N4CCCC4)cc3)o2)c1	i	-2%	i	-18%	0%	-14%	-2.5	?	0.1%
NC(=O)c1cc[n+](Cc2ccc([N+](=O)[O-])cc2)cc1	i	-2%	i	-2%	2%	-8%	-0.5	4%	-1.4%

Copied from the list.
TGFb inhibitor result of COc1ccc(OCC(=O)Nc2ccc(Cl)cc2)cc1 = 6%
CCT modulator result of Cc1ccc(/C=C/C(=O)O)cc1S(=O)(=O)NCc1ccco1 = 0.2
CCT modulator result of O=C(COC(=O)c1cc(S(=O)(=O)N2CCOCC2)ccc1O)Nc1ccc2c(c1)OCO2 = -1.7

Fetched by compound from the list above (2):
SMILES	ATXN viability	A549 tox	pAkt inh	HepG2 tox	Mm-Cpn inhibitor	TGFb inhibitor	CCT modulator	Nrf2 inh	Nrf2 ARE act
OC(CNC1CCCCC1)CNC1CCCCC1	?	-18%	i	-15%	0%	0%	-1.4	-9%	-0.2%
Cc1ccc(/C=C/C(=O)O)cc1S(=O)(=O)NCc1ccco1	i	0%	i	1%	2%	-13%	0.2	15%	3.0%

Other structures.
SMILES	ATXN viability	A549 tox	pAkt inh	HepG2 tox	Mm-Cpn inhibitor	TGFb inhibitor	CCT modulator	Nrf2 inh	Nrf2 ARE act
COC(=O)c1ccc(NC(=O)CN2CCN(CCO)CC2)cc1	?	0%	i	-9%	2%	-6%	1.1	11%	0.0%
COc1cc(S(=O)(=O)N2CCOCC2)ccc1NC(=O)COC(=O)c1ccc(Cl)nc1	i	0%	i	9%	0%	0%	-2.0	3%	-0.6%
O=C(NCC1CCCO1)C1CCCN(S(=O)(=O)c2ccc(Br)cc2)C1 (stereo unspecified)	i	-1%	i	-11%	1%	0%	0.4	-10%	-0.7%
Cc1ccc(C(=O)OCC(=O)Nc2ccc(C(N)=O)cc2)s1	i	2%	i	-15%	-1%	-2%	-6.1	19%	7.2%
O=C(Nc1nc(-c2ccc(-c3ccccc3)cc2)cs1)c1cc([N+](=O)[O-])ccc1N1CCOCC1	i	5%	i	-8%	4%	?	-0.2	2%	0.0%
COc1ccccc1-c1nc2n(n1)C(c1ccccc1Cl)C(C(N)=O)=C(C)N2 (stereo unspecified)	i	4%	i	-16%	1%	0%	1.3	-7%	1.3%
Cc1nc(NC(=O)COC(=O)C2CC2C)c(Cl)cc1Cl (stereo unspecified)	i	2%	i	2%	3%	5%	2.0	3%	-0.7%
CCCCC(=O)NC(N1CCCCC1)C(Cl)(Cl)Cl (stereo unspecified)	i	-5%	i	2%	-5%	-19%	-1.4	nt	-0.2%
COc1cccc(C(=O)COC(=O)C2CC(=O)N(c3ccc(Oc4ccccc4OC)cc3)C2)c1 (stereo unspecified)	i	-7%	i	-6%	3%	0%	-1.3	-3%	-0.2%
Cc1ccccc1Nc1c(-c2ccncc2)nc2ccc(Cl)cn12	?	7%&-9%	i	18µM*	0%	16µM*	-0.6	?	4.7%&11%
Cc1ccc(C(=O)NCC(=O)Nc2ccc3c(c2)OCCO3)cc1	i	10%	i	1%	0%	0%	-1.0	11%	1.7%
COc1cccc(NC(=O)C2(C)CCN2C(=O)CCc2ccc(Cl)cc2Cl)c1 (stereo unspecified)	i	nt	i	-33%	nt	8%	-5.6	nt	0.3%[9.22 µM]
CCc1ccc(NC(=O)CN2CCN(Cc3ccccc3)S2(=O)=O)cc1	i	5%	nt	-9%	nt	-4%	nt	nt	2.7%
C#CCn1c(S(=O)(=O)Cc2ccc(F)cc2)nc(-c2ccccc2)c1-c1ccccc1	i	2%	i	-16%	-1%	-12%	-0.1	1%	-1.1%
Cc1ccccc1-n1c(SCC(=O)Nc2ccc3c(c2)OCO3)nnc1-c1ccccn1	i	?	i	-13%	2%	15%	-2.4	?	0.3%
COc1nc(Nc2ccccc2F)nc(OC)n1	i	12%	i	-1%	1%	-2%	-3.0	8%	-0.8%[9.22 µM]
O=C(CN1C(=O)NC2(CCCCC2)C1=O)NCc1cccs1	i	-1%	i	35%	-1%	17%	-2.3	-20%	-0.5%
CCC(CC)C(=O)Nc1ccc2nc(SCC(=O)N3CCCC3)sc2c1	nt	0%	nt	-19%	nt	0%	nt	?	0.0%
CCCOc1c(OC)cccc1C1CC(=O)Nc2cc(OC)c(OC)c(OC)c21 (stereo unspecified)	i	-7%	i	-5%	0%	-5%	0.1	nt	4.0%
CC1(C)CC(=O)C2=C(C1)N(c1ccccc1)C(N)=C(C#N)C2c1cccnc1 (stereo unspecified)	?	-16%	i	7%	1%	4%	-0.6	-7%	0.1%
O=C1CCCCCC1C1(O)C(=O)Nc2ccccc21 (stereo unspecified)	i	-5%	i	17%	-8%	-19%	-3.8	nt	0.5%
Cc1ccc(C2=NN3C(C2)c2ccccc2OC32C(=O)Nc3ccccc32)cc1 (stereo unspecified)	i	7%	i	-8%	0%	?	-1.7	nt	?
O=C(O)CCSC1CC(=O)N(c2ccccc2)C1=O (stereo unspecified)	i	9%	i	-3%	1%	0%	0.6	-6%	-0.5%
CCc1ccccc1OCC(=O)Nc1cccc(S(=O)(=O)NCc2ccco2)c1	i	4%	i	-42%	2%	?	-1.6	-7%	3.8%
COc1ccccc1OCC(=O)NC1CC(=O)N(c2ccc3c(c2)OCCO3)C1 (stereo unspecified)	i	0%	nt	1%	nt	0%	nt	nt	-0.5%
Cc1cccn2c(=O)c3cc(C(=O)NCCc4ccccc4)c(=N)n(Cc4ccco4)c3nc12	i	-7%	i	-17%	1%	?	1.1	?	?
COc1ccccc1OCc1nnc(SCC(=O)NCc2ccco2)n1-c1ccccc1	i	4%	i	-19%	-1%	-29%	-2.1	-1%	3.4%
CN1CCN(S(=O)(=O)c2ccc(N(C)Cc3c(F)cccc3Cl)nc2)CC1	i	2%	i	-49%	-2%	-12%	1.3	14%	-0.1%
CCCCOC(=O)C1=C(C)Nc2ncnn2C1c1ccc(OC)c(OC)c1OC (stereo unspecified)	i	-7%	i	-10%	0%	-26%	-2.5	-5%	0.4%
